influenza NS1A: H1N1 influenza NS1A inhibitors, functional cell based assay (AID 504329) | NS1A functional cell-based assay, percent inhibition; higher % means a stronger effect | inhibition, % at 12.5 µM; hits with a dose series show IC50 in µM | 340,000 compounds, 0.3% hits; in the data active means a potency from the dose series; inconclusive means inhibition above about 27% without an active follow-up result; further: strong numbers were not always called active
PhoP GFP inhibition: Inhibition of PhoP regulon, Salmonella typhi GFP reporter cells, confirmation, 4 h (AID 1850) | Salmonella Typhi PhoP-promoter GFP reporter, fluorescence, 4 h; higher % means a stronger effect | inhibition, % at 50 µM, or IC50 in µM where a hit was titrated | 310,000 compounds, 0.33% hits; in the data active means a potency from the dose series; inconclusive means inhibition mostly from about 25% at the one dose, without a potency; inactive means the rest, 99 in 100 with inhibition below about 19%;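 further: 0% = induced wells with vehicle and 100% = uninduced wells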
inhibitors of VEEV: inhibitors of VEEV TC-83 cytopathic effect, confirmation, Vero cells (AID 588727); Vero cells, VEEV TC-83 cytopathic effect inhibition; higher % means a stronger effect; one-dose inhibition, % at 20 µM; IC50 in µM for titrated hits; 350,000 compounds, 0.13% hits; in the data active means a potency from the dose series; inconclusive means inhibition mostly from about 14% at the one dose, without a potency; inactive means the rest, 99 in 100 with inhibition below about 12%; further: strong numbers were not always called active
M. tuberculosis HTS: M. tuberculosis growth inhibition, HTS (AID 449762) | M. tuberculosis H37Rv growth inhibition, 7H9 media; higher % means a stronger effect | one-dose inhibition, % at 25 µM; IC50 in µM for titrated hits | 330,000 compounds, 0.59% hits; in the data active means a potency from the dose series; inconclusive means inhibition above about 70% without an active follow-up result;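 further: bacterial growth assessed after seven days of incubation; strong numbers were not always called active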
M. tuberculosis: growth inhibition of non-replicating M. tuberculosis (AID 488890) | Mycobacterium tuberculosis non-replicating, growth inhibition; higher % means a stronger effect | one-dose inhibition, % at 25 µM; IC50 in µM for titrated hits | 320,000 compounds, 0.39% hits; in the data active means a potency from the dose series; inconclusive means inhibition mostly from about 82% at the one dose, without a potency; inactive means the rest, 99 in 100 with inhibition below about 76%;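 further: plate controls were DMSO cells for no effect and high antibiotic wells for full effect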
inhibitors of VEEV 10K pilot screen: further read-out of inhibitors of VEEV, marked with its call; inhibition, %; measured here: 10K pilot screen inhibition
* marks the source's active call; other numbers are inactive results; i = inactive; ? = inconclusive; . = not tested or not shown.

SMILES	influenza NS1A	PhoP GFP inhibition	inhibitors of VEEV	M. tuberculosis HTS	M. tuberculosis	others
CCc1cccc(NC(=O)C2CCN(c3ncnc4sc(C)c(C)c34)CC2)c1	1%	.	7.6%	23%	33%
CC(Sc1nc2ccccc2[nH]1)C(=O)Nc1ccc2c(c1)OCCO2 (stereo unspecified)	4%	9%	1.4%	1%	12%
Cc1ccc(C(C)C)c(OC/C(O)=C(\C#N)c2nc3ccccc3[nH]2)c1	-23%	9%	i	0%	2%
COCCCN1C(=O)c2ccc(C(=O)OCC(=O)N(C)c3ccccc3)cc2C1=O	.	-3%	0.8%	-5%	-6%
C/C(=N\NC(=O)c1ccc(NS(=O)(=O)c2cccs2)cc1)c1ccccn1	.	17%	.	?	17%
Cc1cc(-c2ccccc2)nc(SCC(=O)c2cccc([N+](=O)[O-])c2)n1	0%	-7%	5.9%	1%	-3%
O=c1/c(=C/c2ccco2)sc2n1CN(c1ccccc1)CN=2	5%	13%	0.9%	-11%	-4%
COc1ccc(/C=N/NC(=O)c2cccnc2)c2ccccc12	-9%	8%	1.0%	48%	58%
CCN1CCC(N(C)C2CCCCC2)CC1	-16%	-1%	i	5%	6%
CN(C)S(=O)(=O)N1CCC(Oc2cccc(C(=O)N3CCCCCCC3)c2)CC1	-1%	5%	i	10%	18%
Cc1ccc(C2=CC(=O)C[C@H](c3ccc4c(c3)OCO4)C2)cc1	1%	.	i	38%	7%
CCN1C(c2ccccc2)=C(c2ccccc2)S/C1=C\C=C1/SC(=S)N(C)C1=O	16%	5%	1.1%	15%	44%
CN(C)S(=O)(=O)N1CCC(CCCC2CCN(S(=O)(=O)N(C)C)CC2)CC1	-4%	16%	i	5%	-26%
CCOC(=O)CSc1nc2ccccc2c(=O)n1CC	15%	-12%	2.3%	-1%	17%	inhibitors of VEEV 10K pilot screen=1.0
O=C(NCCc1nc2ccccc2[nH]1)Nc1ccccc1	-7%	2%	0.6%	-8%	8%
Cc1ccc(S(=O)(=O)N2CCC(=O)N(C(CO)Cc3ccccc3)CC2)cc1 (stereo unspecified)	4%	-3%	i	-9%	-5%	inhibitors of VEEV 10K pilot screen=0.0
COc1ccc(OC)c(S(=O)(=O)N2CCNCC2)c1	-6%	0%	0.4%	2%	-3%
CN(C)S(=O)(=O)c1cccc(NC(=O)COC(=O)C2(c3ccccc3F)CCCC2)c1	-6%	-7%	2.8%	-1%	4%
CCN(CC)CCNC(Cc1ccccc1)c1cccc(OC)c1 (stereo unspecified)	-2%	.	4.0%	.	.
O=C(COC(=O)CNS(=O)(=O)c1ccc2ccccc2c1)Nc1ccc2c(c1)OCO2	5%	-2%	1.9%	5%	-6%
COc1ccc(/C=C2/C(=O)OCc3cc(OC)c(OC)cc32)c(OC)c1	3%	7%	6.6%	-3%	-14%
COc1cc(C(=S)N2CCOCC2)ccc1OS(=O)(=O)c1ccc(NC(C)=O)cc1	-8%	-1%	1.9%	2%	-33%
O=C(NCCCN1CCOCC1)c1ccc(S(=O)(=O)Nc2ccccc2F)cc1	-10%	-5%	2.8%	-1%	-4%
C/C(N)=C(/C#N)C(=O)CSc1ncnc2ccccc12	-11%	-8%	6.4%	-8%	?
COC(=O)c1cc(NC(=O)CC2C(=O)NCCN2C(=O)c2ccc(F)cc2)cc(C(=O)OC)c1 (stereo unspecified)	6%	-10%	1.4%	-5%	-3%
C=C(C)CSC1=C(C#N)C(c2ccccc2)CC(=O)N1 (stereo unspecified)	-3%	21%	i	-2%	-1%
S=C(NCc1ccc(Cl)cc1Cl)NC1CCCCC1	5%	-2%	2.9%	7%	67%
O=C(O)c1ccc(O)c(O)c1	-2%	2%	0.8%	-4%	-14%
C/C(=N\NC(=O)COc1ccc(C(C)(C)C)cc1)c1ccc(N2CCOCC2)cc1	-11%	9%	3.4%	-3%	-15%
CC1=CC(=O)C2=C(C)C[C@H](O)[C@@H]3[C@H](OC(=O)[C@H]3C)[C@@H]12	4%	-18%	0.5%	13%	9%
Cn1c(SCC(=O)Nc2ccc3cn[nH]c3c2)nnc1-c1cnccn1	13%	2%	4.2%	3%	-6%
O=C(C1CCCCN1S(=O)(=O)c1ccccc1)N1CCN(C(c2ccccc2)c2ccccc2)CC1 (stereo unspecified)	7%	1%	i	-6%	26%
Cc1csc(=O)n1CC(=O)OCC(=O)Nc1ccc(F)c(F)c1	-3%	0%	2.1%	-4%	-10%
CCOc1ccc(CCNC(=O)CCOc2cc(C)ccc2C)cc1OCC	-3%	14%	3.2%	4%	18%
O=C(COC(=O)/C=C/c1ccco1)NCCN1C(=O)CSC1=O	7%	.	9.8%	.	.
COc1cccc(NC(=O)C(C)OC(=O)CCCNC(=O)c2ccc(Cl)cc2)c1 (stereo unspecified)	6%	-1%	0.8%	-20%	39%
Cc1ccc2cccc(Oc3ncnc4sc(C)c(C)c34)c2n1	-1%	-7%	1.2%	42%	45%
O=S(=O)(Nc1ccc(Cc2ccncc2)cc1)c1ccc(Br)s1	-8%	-10%	i	-3%	36%
C/C(=N\NC(=O)c1ccc(N(C)C)cc1)c1ccc(C)c(C)c1	9%	-24%	0.9%	-3%	-3%
Cc1cc(C(=O)CSc2nnc(CCC(N)=O)n2C)c(C)n1C1CC1	-12%	.	5.8%	.	.
Cc1ccc(NC(=O)CCNC(=O)c2ccccc2)cc1F	5%	25%	0.7%	32%	25%
CCOC(=O)c1c(C)[nH]c(C)c1S(=O)(=O)NCc1ccccc1OCC	4%	3%	0.2%	-2%	23%
c1ccc(-c2cn(C[C@H]3CC[C@@H]([C@@H]4CC[C@H](Cn5cc(-c6ccccc6)nn5)O4)O3)nn2)cc1	1%	12%	1.2%	-4%	-5%
O=[N+]([O-])c1ccc(-[n+]2ccc3ccccc3c2)c([N+](=O)[O-])c1	5%	?	?	-1%	39%
O=C(CSc1nc2nn(-c3ccccc3)c(=O)c-2c2n1CCCCC2)Nc1ccc(F)cc1F	10%	.	2.6%	3%	18%
CN(C)S(=O)(=O)NCCNC(=O)c1cc(OCC(F)(F)F)ccc1OCC(F)(F)F	3%	-1%	0.1%	2%	-2%
CCc1nnc(NC(=O)CCc2ccccc2OC)s1	-12%	3%	0.9%	-1%	-8%
Cn1c(NNC(=O)c2ccc(C(C)(C)C)cc2)cc(=O)n(C)c1=O	1%	0%	0.5%	6%	9%
O=C(NNC(=O)c1cc(-c2ccc(Cl)c(Cl)c2)nc2ccccc12)Nc1ccccc1	7%	0%	6.4%	-5%	-5%
CCOC(=O)C(C)Sc1nc2c(c(=O)[nH]c(=O)n2C)n1C/C=C(/C)Cl (stereo unspecified)	-5%	-4%	3.7%	1%	11%
CN1CCN(NC(=S)NC2CCCCC2)CC1	-6%	-8%	0.2%	12%	-6%
COC(=O)CCCCNC(=O)Nc1ccccc1	-5%	-7%	1.5%	-4%	0%
CCOC(=O)N1CCN(C(=O)CSc2nnc(-c3c[nH]c4ccccc34)n2CCOC)CC1	-10%	2%	1.9%	-4%	4%
COc1ccc(C(=O)NC(=S)N(C)C2CCCCC2)cc1Br	-6%	-4%	4.5%	43%	?
O=C(CCS(=O)(=O)c1cccs1)Nc1ccc(C(=O)NCc2ccccc2)cc1	-3%	1%	6.8%	-4%	3%
COCCCNC(=S)NNC(=O)c1cc(-c2cccnc2)nc2ccccc12	-6%	-7%	4.2%	4%	-15%
Cc1ccc(-c2noc(CCC(=O)N3CCN(c4cc(C)ccc4C)CC3)n2)cc1	-18%	.	i	.	.
Cc1ccc(NS(=O)(=O)c2ccc3c(c2)CCC(=O)N3)cc1	0%	.	1.6%	-11%	-7%
Cc1cc2oc3ccc(NCCCn4ccnc4)cc3c(=O)c2cc1C	-9%	6%	4.5%	18µM*	i
CCOC(=O)c1c(-c2ccccc2)csc1NC(=O)CCN1C(=O)c2ccccc2C1=O	1%	-6%	i	-3%	-5%

Of the compounds above, these have a furan ring, fused or not:
SMILES	influenza NS1A	PhoP GFP inhibition	inhibitors of VEEV	M. tuberculosis HTS	M. tuberculosis	others
O=c1/c(=C/c2ccco2)sc2n1CN(c1ccccc1)CN=2	5%	13%	0.9%	-11%	-4%
O=C(COC(=O)/C=C/c1ccco1)NCCN1C(=O)CSC1=O	7%	.	9.8%	.	.

Following part.
SMILES	influenza NS1A	PhoP GFP inhibition	inhibitors of VEEV	M. tuberculosis HTS	M. tuberculosis	others
O=C(O)CCC(=O)N1CCN(c2nc3ccccc3s2)CC1	-3%	-6%	0.3%	-7%	-18%
COC(=O)CCCC1=CC2=C(c3ccccc3)C(=O)C(C)(OC(=O)C3CCCC3)C(=O)C2=CN1Cc1ccc2c(c1)OCO2 (stereo unspecified)	4%	12%	0.7%	16%	22%
COCCn1c(CN2CCN(c3ccc(OC)cc3)CC2)nc2c1c(=O)n(C)c(=O)n2C	3%	-2%	i	?	7%
N#Cc1c(/N=C/c2cc(Br)cs2)sc2c1CCC2	5%	-6%	1.7%	-11%	-25%
O=C(CCCN1C(=O)/C(=C/c2ccco2)SC1=S)Nc1ccccc1	5%	-8%	12%	?	?
CC(OC(=O)c1ccc(S(=O)(=O)N2CCOCC2)cc1)c1ccccc1 (stereo unspecified)	-4%	3%	6.8%	-1%	3%
COc1ccc(-c2cc(C(F)(F)F)nc(SCC(=O)N(C)Cc3cn(C)nc3C)n2)cc1OC	21%	0%	6.6%	-1%	-6%
COc1ccc(CSc2nnnn2-c2ccc(O)cc2)cc1F	-12%	-9%	1.4%	12%	55%
COc1ccccc1N1CCN(C(=O)c2sc3ncnc(N4CCN(c5ccccn5)CC4)c3c2C)CC1	13%	3%	10%	?	43%
CCCN(CCC)CCNC(=O)c1cc2c(=O)n(C)c3ccccc3c2n1C	8%	9%	i	1%	49%
c1ccc(CNc2nc(-c3cccs3)nc3ccccc23)cc1	-21%	0%	1.0%	.	.
COc1cc(/C=N/NC(=O)COc2ccc([N+](=O)[O-])cc2)ccc1OCC(=O)N1CCOCC1	5%	5%	i	6%	-2%
CC(C)(C)OC(=O)C[C@@H]1C/C=C\C[C@H](CC(=O)N(CCO)Cc2ccccc2)C(=O)NC[C@H](c2ccccc2)OC1=O	4%	.	5.6%	-2%	50%
CCOc1ccc2[nH]c(=O)c(CN(Cc3nnnn3CCc3ccccc3)CC3CCCO3)cc2c1 (stereo unspecified)	-7%	2%	6.1%	5%	20%
Fc1cccc(Cl)c1Cn1nnc(-c2ccc(N3CCOCC3)cc2)n1	3%	6%	1.8%	-11%	-4%
CCOC(=O)c1c(N)sc(=S)c2c1CCC2	>100µM*	-9%	1.1%	-10%	-1%
Cc1ccccc1N1C(=O)c2cccc3c(N(C)CCO)ccc(c23)C1=O	-6%	-81%	0.9%	-1%	19%
CC(=O)OC(C(=O)NCc1ccc2c(c1)OCO2)c1ccccc1Cl (stereo unspecified)	3%	4%	3.0%	-6%	5%
CCNC(=O)NC(=O)COC(=O)CCc1nc(=O)c2ccccc2n1C	7%	-8%	0.7%	0%	-7%
CCN(CC)Cc1c(O)ccc2c(=O)c(-c3ccc4c(c3)OCCO4)coc12	-11%	-31%	i	0%	0%

Gathered by group: those above with a COOH group.
SMILES	influenza NS1A	PhoP GFP inhibition	inhibitors of VEEV	M. tuberculosis HTS	M. tuberculosis	others
O=C(O)c1ccc(O)c(O)c1	-2%	2%	0.8%	-4%	-14%
O=C(O)CCC(=O)N1CCN(c2nc3ccccc3s2)CC1	-3%	-6%	0.3%	-7%	-18%

Going on with the list:
SMILES	influenza NS1A	PhoP GFP inhibition	inhibitors of VEEV	M. tuberculosis HTS	M. tuberculosis	others
O=C(/C=C/c1cccc([N+](=O)[O-])c1)c1cccs1	0%	-2%	?	?	?
CCc1ccc(NC(=O)c2ccc(F)c(S(=O)(=O)NCC3COc4ccccc4O3)c2)cc1 (stereo unspecified)	23%	15%	5.9%	0%	14%
CCCCn1c(N)c(-c2nc3ccccc3s2)c2c([N+](=O)[O-])nn(C)c(=O)c21	3%	2%	i	-3%	2%
COc1cccc(NC(=O)c2ccnc(N3CCC(C(=O)NCc4ccccc4OC)CC3)c2)c1	6%	-4%	1.9%	4%	.

2 compounds picked at random from the list so far:
SMILES	influenza NS1A	PhoP GFP inhibition	inhibitors of VEEV	M. tuberculosis HTS	M. tuberculosis	others
CCc1ccc(NC(=O)c2ccc(F)c(S(=O)(=O)NCC3COc4ccccc4O3)c2)cc1 (stereo unspecified)	23%	15%	5.9%	0%	14%
CCCCn1c(N)c(-c2nc3ccccc3s2)c2c([N+](=O)[O-])nn(C)c(=O)c21	3%	2%	i	-3%	2%
